# p97 inhibitor: inhibitors of human p97 ATPase, primary screen, biochemical. Transitional endoplasmic reticulum ATPase (Homo sapiens), P55072. recombinant p97 ATPase, Kinase-Glo ATP luminescence, 3 h. inhibition, % at 8 µM. hit rate 0.42% among 220,000. AID 1481, 2009; in the data active means inhibition above about 15%;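 further: 0% = DMSO vehicle and 100% = wells lacking enzyme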
# PERK inhibitor: block of dimerizer-induced PERK translation repression, primary screen, PERK inhibitor project, CHO PERK-DD cells, SEAP luminescence, HTS; CHO PERK-DD fusion, SEAP luminescence translation reporter; hit rate 0.17% among 220,000; inhibition, % at 5.6 µM; Eukaryotic translation initiation factor 2-alpha kinase 3 (Homo sapiens), Q9NZJ5;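 active means inhibition above the mean inhibition of all tested compounds plus 3 SD, set separately per screening campaign, cut at about 2.9% in these data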;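 further: PERK kinase domain activated by AP20187 dimerizer at 100 nM; 0% = DMSO with dimerizer and 100% = rapamycin at 8.4 µM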
# Thrombin inh: human alpha-thrombin inhibitors, primary screen, counter-screen for coagulation protease inhibitor project, biochemical, 1536-well, fluorogenic AMC substrate; Prothrombin (Homo sapiens), P00734; Boc-VPR-AMC fluorogenic substrate cleavage; inhibition, % at 5 µM; hit rate 0.26% among 220,000;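 active means inhibition at or above 40%; inactive means inhibition below 40%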;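 further: 0% = enzyme with no compound and 100% = wells without enzyme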
#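 Test system: human alpha-thrombin; medium: pH 7.5 Tris-saline with Tween 20; times: reaction at room temperature; signal: AMC fluorescence at 355 nm excitation and 460 nm emission; also added: Boc-VPR-AMC substrate, 15 µM final; dosing: one concentration per compound, 5 µM, with 0.2% DMSO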
# Furin inh: human furin inhibitors, primary screen, biochemical, fluorescence intensity. P09958. hit rate 0.061% among 220,000. purified furin, fluorogenic substrate cleavage. inhibition, % at 30 µM; in the data active means inhibition above about 25%; further: inactives centre near -15
# Target sequence (P09958 108-714 limits assumed): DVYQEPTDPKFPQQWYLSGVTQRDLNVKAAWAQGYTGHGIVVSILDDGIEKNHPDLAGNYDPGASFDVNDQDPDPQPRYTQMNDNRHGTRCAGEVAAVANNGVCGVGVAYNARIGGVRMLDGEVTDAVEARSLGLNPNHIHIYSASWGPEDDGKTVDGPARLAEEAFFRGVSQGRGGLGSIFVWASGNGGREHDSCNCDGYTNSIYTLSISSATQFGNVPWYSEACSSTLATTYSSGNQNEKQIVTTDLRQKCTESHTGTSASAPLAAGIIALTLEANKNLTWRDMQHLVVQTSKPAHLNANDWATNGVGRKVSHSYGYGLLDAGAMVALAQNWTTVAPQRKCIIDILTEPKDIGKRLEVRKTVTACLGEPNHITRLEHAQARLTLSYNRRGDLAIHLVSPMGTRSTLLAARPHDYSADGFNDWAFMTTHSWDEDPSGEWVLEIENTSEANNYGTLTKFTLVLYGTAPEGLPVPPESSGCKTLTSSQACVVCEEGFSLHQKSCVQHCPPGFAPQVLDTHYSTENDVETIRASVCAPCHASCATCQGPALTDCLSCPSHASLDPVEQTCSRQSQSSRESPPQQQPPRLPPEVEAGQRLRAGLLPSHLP
# hK5 inh: human KLK5 protease inhibitors, primary screen, biochemical, 1536-well. hit rate 0.59% among 210,000. inhibition, % at 5 µM. Kallikrein-5 (Homo sapiens), Q9Y337. recombinant hK5, fluorogenic AMC substrate cleavage;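 active means inhibition of 40% or more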;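 further: 0% = enzyme controls without compound and 100% = no-enzyme blanks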
# Target sequence (Q9Y337 67-293 limits assumed): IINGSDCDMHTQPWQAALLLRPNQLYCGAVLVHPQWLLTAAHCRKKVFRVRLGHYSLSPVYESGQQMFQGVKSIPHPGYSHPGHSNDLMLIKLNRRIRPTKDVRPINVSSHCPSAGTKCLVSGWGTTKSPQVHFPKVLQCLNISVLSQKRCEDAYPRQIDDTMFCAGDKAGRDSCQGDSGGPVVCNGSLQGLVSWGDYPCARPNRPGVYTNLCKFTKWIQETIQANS
# FXIIa inh 1536: human FXIIa protease inhibitors, primary screen, biochemical, 1536-well; Coagulation factor XII (Homo sapiens), P00748; purified FXIIa, Boc-QGR-AMC fluorogenic substrate, 2 h; inhibition, % at 5 µM; hit rate 0.3% among 220,000; AID 800, 2007; in the data active means inhibition above about 40%;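 further: 0% = enzyme with no compound and 100% = blank without enzyme; many of its hits are not listed in these tables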
# Cl transport mod: KCC2 cotransporter modulators, thallium flux, primary screen, cell-based, HEK293 KCC2, FluoZin-2 fluorescence, MLSMR; Solute carrier family 12 member 5 (Homo sapiens), Q9H2X9; KCC2 cells, thallium flux FluoZin-2 fluorescence; B-score of Tl+ flux slope (higher = more flux/activation; lower = inhibition) at 10 µM; hit rate 2.2% among 190,000;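 active means thallium flux slope and its plate-corrected score both differing from the plate sample mean at a set confidence after two filtering rounds, in either direction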;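 further: slope of fluorescence scaled to starting intensity during 10 to 20 s after thallium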
# Wee1 stabilizer: Wee1 degradation inhibitors, primary screen, cell-based, HeLa, Wee1K328M-luciferase, luminescence. HeLa Luc-Wee1K328M stability; 100% = proteasome inhibitor MG132 effect. AID 1321, 2008. hit rate 1.2% among 220,000. Wee1-like protein kinase (Homo sapiens), P30291. reporter increase, % at 5 µM;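 active means activation above the mean of all tested compounds plus 3 SD, set per screening run, cut at about 8.8% in these data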;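 further: cells exposed to compound for 20 h before luminescence read; 0% = DMSO alone and 100% = MG132 at 30 µM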
# FXIa inh 1536: human FXIa protease inhibitors, primary screen, biochemical, 1536-well; Coagulation factor XI (Homo sapiens), P03951; purified FXIa, Boc-Glu-Ala-Arg-AMC fluorogenic substrate; inhibition, % at 5 µM; hit rate 0.14% among 220,000;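 active means inhibition of at least 40%; inactive means inhibition below 40%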;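 further: fluorescence of freed AMC excited at 355 nm; 0% = enzyme without compound and 100% = no enzyme blank; many of its hits are not listed in these tables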
# Active calls of the source: *; i = inactive; nt = no result given; [ ] = another dose, or the depositor's remark.
Molecule,p97 inhibitor,PERK inhibitor,Thrombin inh,Furin inh,hK5 inh,FXIIa inh 1536,Cl transport mod,Wee1 stabilizer,FXIa inh 1536
Cc1cc(C)nc(N2CCCC(C(=O)NCc3ccccc3)C2)n1 (stereo not drawn),2,0.0,-1,24[20 µM],-7,9,-0.47,1,5
Cc1ccc2nsnc2c1NC(=O)c1sc2ccccc2c1Cl,3,1.9,-3,-29,-9,11,-0.15,4,1
CCn1c(C)nc2cc(C(=O)N/N=C(\C)c3ccc(N4CCOCC4)cc3)ccc21,-3,-0.3,3,-5,7,12,0.61,-3,7
CCO[C@H]1OC(C(=O)N2CCN(C)CC2)=C[C@@H](C2CC2)[C@@H]1CCCO,2,1.1,-5,-20,-1,3,0.36,-2,-3
COc1ccc(N2C(=O)CCC(C(=O)Nc3ccccn3)C2c2ccc(OC)c(OC)c2)cc1 (stereo not drawn),-9,-0.6,5,-2,-3,16,nt,-1,3
Cc1ccc(/C=N/NC(=O)c2ccoc2C)s1,-2,0.0,-6,1,-8,6,2,6,-6
Cn1cnc([N+](=O)[O-])c1Sc1ncn[nH]1,-9,0.5,5,-5,-2,11,0.069,1,2
O=C(NCc1ccccc1Cl)NC(=O)c1ccccc1,-2,0.9,32,3,25,13,0.61,0,4
Cc1ccc(S(=O)(=O)N(C)CC(=O)OCC(=O)c2c(N)n(C)c(=O)n(C)c2=O)cc1,-2,0.7,-6,-12,-2,12,-1,-2,3
O=C(Cc1c(C(=O)O)[nH]c2ccccc12)NCCN1CCN(c2ccccc2F)CC1,0,1.3,-5,-20,-2,-1,0.9,-2,-11
NC(=O)C1CCN(C(=O)c2cnn(-c3ccccc3)c2NC(=O)c2ccco2)CC1,0,0.3,-2,-25,6,20,0.77,-1,8
COCCN1C(=O)c2ccccc2C(C(=O)NCCN(C)C)C1c1ccc(F)cc1 (stereo not drawn),1,0.9,-2,-9,4,10,nt,0,-1
CCOCCCNC(=S)NCCc1ccccc1,-2,0.6,0,-17,13,-1,-1.1,2,-2
Cc1csc(NC(=O)C2CCCN(S(=O)(=O)c3ccc4c(c3)oc(=O)n4C)C2)n1 (stereo not drawn),1,-0.2,-8,-11,-1,0,nt,-2,-11
CCS(=O)(=O)N1CCN(c2ccccn2)CC1,4,1.1,3,-15[20 µM],-14,12,0.15,2,1
Cc1cc([N+](=O)[O-])nn1CC(=O)N/N=C/c1ccc(O)cc1O,1,0.1,-14,-16,-13,0,0.22,1,-6
CCn1c(SCC(=O)N2CCOCC2)nc(O)cc1=O,-4,1.8,2,-24,-5,18,nt,1,7
NC(=O)NOCc1ccccc1F,-2,0.4,-8,-10,nt,1,0.71,5,-3
N#Cc1ccc(-c2ccc(F)cc2)nc1Sc1ccc(F)cc1,7,1.5,-1,-16[20 µM],-10,15,nt,0,0
COc1ccc(CC(=O)Nc2ccc(OC)c(NC(=O)c3ccco3)c2)cc1,7,0.6,2,-13[20 µM],-5,11,-1.2,-1,-3
Cn1nc(-c2ccccc2)cc1NC(=O)C1CCCCC1,11,-0.3,1,-12,2,1,0.072,0,2
COC(=O)C1=CN(c2cccc(C)c2)C=C(C(=O)OC)C1c1cc(OC)c(O)c([N+](=O)[O-])c1,-1,-0.9,6,-31,3,20,-3.1,1,2
O=C(c1ccc(N2CCOCC2)c([N+](=O)[O-])c1)N1CCN(S(=O)(=O)c2cccs2)CC1,3,-0.9,-1,-4,-2,3,2.4,-1,-4
Cc1ccc2nc(SCC(=O)NCc3cccs3)[nH]c2c1,-4,0.5,5,3,16,13,-0.86,-3,9
C=CCn1nnc2sc3c(c2c1=O)CCC(C)C3 (stereo not drawn),-1,0.3,-2,-16[20 µM],2,8,nt,0,-3
O=Nc1c(O)[nH]c2ccc(Cl)cc12,0,-0.1,6,-15,2,9,-2.1,-1,6
Cc1cc(C(=O)CSc2ncccn2)c(C)n1Cc1ccco1,1,-0.2,-2,-29,0,-2,0.43,-2,2
COc1ccc(CC2C(=O)OC(C)(C)OC2=O)cc1,1,0.9,-9,-2,-13,1,nt,0,-4
CCC(C)NC(=O)COc1ccc(S(=O)(=O)N2CCOCC2)cc1 (stereo not drawn),-5,-0.3,0,-12,-7,18,1,3,3
CCOc1cccc(-c2nn(-c3ccccc3)cc2/C=C(/C#N)C(=O)NCCCn2ccnc2)c1,9,-1.1,-9,6,-25,0,i,5,2
Cc1ccccc1NS(=O)(=O)c1ccc(C)c(NS(C)(=O)=O)c1C,0,0.8,0,-28,-11,4,-0.25,0,-7
CCCc1nnc2n1N=C(c1ccc([N+](=O)[O-])cc1)CS2,-5,0.1,-4,-16,-6,2,-1.5,3,-5
CCCc1cc(=O)[nH]c(SCC(=O)N(C)CC(=O)Nc2ccc(C)cc2)n1,0,0.0,-4,-21,2,12,-2.8,-3,4
CCN(Cc1ccncc1)C(=O)CCc1nnc(CCC2CCCCC2)o1,4,-0.1,-4,-21,-3,3,1.6,0,-1
COc1cccc(-c2nc(NCc3ccco3)c3ccccc3n2)c1O,-2,-0.6,nt,-1,nt,nt,0.16,3,nt
COc1ccccc1-n1cnc2cc(C(=O)NC3CCCC3)ccc21,-2,0.5,2,-14[20 µM],-3,13,-0.0046,-3,5

# Sorted by SMILES length (rising): part of the list above.
Molecule,p97 inhibitor,PERK inhibitor,Thrombin inh,Furin inh,hK5 inh,FXIIa inh 1536,Cl transport mod,Wee1 stabilizer,FXIa inh 1536
Cn1cnc([N+](=O)[O-])c1Sc1ncn[nH]1,-9,0.5,5,-5,-2,11,0.069,1,2
Cc1cc(C(=O)CSc2ncccn2)c(C)n1Cc1ccco1,1,-0.2,-2,-29,0,-2,0.43,-2,2
COc1ccccc1-n1cnc2cc(C(=O)NC3CCCC3)ccc21,-2,0.5,2,-14[20 µM],-3,13,-0.0046,-3,5

# Next section.
Molecule,p97 inhibitor,PERK inhibitor,Thrombin inh,Furin inh,hK5 inh,FXIIa inh 1536,Cl transport mod,Wee1 stabilizer,FXIa inh 1536
CCCn1c(=O)c2c(nc(Br)n2CCC)n(C)c1=O,0,0.4,-2,-4,2,0,-0.12,-3,-3
Cc1ccnc(N2CCN(c3cc(C)c(C#N)c4nc5ccccc5n34)CC2)c1,3,-0.3,nt,-10[20 µM],nt,nt,1.3,-1,nt
CCOc1ccccc1NC(=O)Nc1ccccn1,-4,0.2,0,-15,-1,8,0.4,0,0
CN(C)CC(C)(C)CNC(=O)CC1C(=O)NCCN1Cc1ccc(-c2ccccc2)cc1 (stereo not drawn),1,0.8,0,-23,0,10,0.4,0,1
CCCC(=O)Nc1ccc2c(c1)nc(CN1CCCC1)n2C,0,0.0,1,1[20 µM],-21,8,-0.071,1,-13
CCOC(=O)c1c(C)n(CCNC(C)=O)c2ccc(O)cc12,-5,-0.5,1,-4[20 µM],-4,17,0.45,-3,2
Cc1cc(C)n(CC(O)CN(c2ccccc2)S(=O)(=O)c2ccc3ccccc3c2)n1 (stereo not drawn),0,0.8,-5,-7,-14,12,-1.8,5,5
COc1ccc2c(c1)c1nc3ccccc3nc1n2CCn1c(=O)oc2ccccc21,2,0.4,8,-20[20 µM],-21,-6,nt,-3,-9
CCOC(=O)c1c(C)nn(Cc2ccccc2)c1N,3,0.7,-4,-21[20 µM],1,15,-0.21,0,7
Cc1cc(/C=C2\SC(N)=NC2=O)c(C)n1-c1ccc(F)cc1,-2,0.5,-3,-11,14,12,nt,-1,4
O=C(Cn1cc[n+](CC(=O)c2ccc(Cl)cc2Cl)c1)c1ccc(Cl)cc1Cl,3,-1.6,1,-24,1,10,-1.7,-2,3
CCCCC(=O)Nc1cccc(C(=O)N/N=C/c2ccc(OC)cc2OC)c1,-1,-0.5,-2,-5,-5,-1,-0.94,-1,0
O=C(c1nc(-c2ccccc2)n(-c2ccccc2)n1)N1CCCCCC1,0,-0.1,-3,-28,-29,10,0.18,-1,-4
CCOc1ccccc1C(=O)n1nc(C)cc1C,6,0.6,5,16[20 µM],-9,20,0.77,-3,1
N/C(=N\O)c1ccccc1N1CCCCC1,-2,1.1,-8,-16,nt,4,-0.22,7,-9
CC(C)(C)c1ccc(OCC(=O)NCc2ccco2)cc1,-1,-0.3,-1,-2,-4,6,nt,-2,-1
CCOC(=O)C1CCN(S(=O)(=O)c2cccc(-c3cn4ccccc4n3)c2)CC1,-8,-1.5,2,-16,-9,0,-1.6,2,-3
O=C(CSc1nnc(-c2ccccc2O)n1-c1ccccc1)Nc1cccc(C(=O)O)c1,-3,1.4,-5,-8,7,12,-0.3,-2,8
CCOC(=O)/C(C#N)=C/c1cn(CCC(=O)O)nc1-c1cccc(Br)c1,-2,0.2,-2,-10,-3,2,-0.032,-2,-5
Cc1ccc(Nc2ncnc(N)n2)cc1C,1,0.8,-10,-21,-4,7,0.91,-1,-6
CCCCNC(=S)N1CCn2cccc2C1c1ccc(F)cc1 (stereo not drawn),-3,0.5,1,-9,-6,10,1,2,-5
COc1cc(C)nc(N(C)S(=O)(=O)c2ccccc2Cl)n1,6,1.4,-5,-5[20 µM],11,7,0.44,0,-4
CCOC(=O)C1(CC2CCCCO2)CCN(S(=O)(=O)c2cc(C)cs2)CC1 (stereo not drawn),-2,-1.4,2,0,-3,6,-0.075,4,-5
COc1ccc(C(=O)CSc2nnc3ccccn23)cc1OC,4,0.6,-3,-20,-20,-6,0.41,3,1
O=C(OCC(=O)N1CCCC1)c1c2c(nc3ccccc13)CCCCC2,-6,-0.5,13,-18,13,11,-0.12,6,3
COc1cc(C)ccc1S(=O)(=O)n1nc(C)cc1C,2,1.0,-2,-20,nt,16,0.95,0,2
CCN(CC)CCn1c(OC)cc(=O)[nH]c1=O,-7,1.1,-4,0[20 µM],1,-1,-0.056,-1,-2
CCc1nc2ccccc2n1CC(=O)Nc1cc(C)on1,0,1.5,3,-25,-10,7,0.67,1,-4
Cc1c(C)c2c(C)[nH]nc2oc1=O,7,0.6,-1,-25,10,10,0.57,2,-6
Cc1ccc(C(=O)OCC(=O)Nc2ncc(Cl)cc2Cl)cc1NC(=O)c1ccco1,1,-2.4,-3,-20[20 µM],5,7,nt,3,-22
CCOCC(=O)Nc1ccc(S(=O)(=O)N2CCOCC2)cc1,-2,-0.8,-8,0[20 µM],2,8,0.07,3,-5
Nn1cnnc1N/N=C/c1ccc(Cl)c([N+](=O)[O-])c1,11,1.0,nt,-30,8,7,0.6,-3,19
C=CCn1c(-c2ccc([N+](=O)[O-])cc2)n[nH]c1=S,1,0.4,-12,2,-17,5,0.98,0,2
CCOC(=O)c1ccc(NC(=O)c2ccccc2N(C)S(=O)(=O)c2ccccc2)cc1,-3,-1.0,-5,-17,-9,8,-1.3,-4,2
O=c1[nH]c(N/N=C/c2cc3c(cc2[N+](=O)[O-])OCO3)nc2ccccc12,8,0.6,1,-14,0,11,nt,4,5

# Compound activity: PubChem BioAssay, several laboratories

# Compounds as they come; overall some 4.4% were active at least once.
